Assay outcomes from PubChem.
ANO1 block – TMEM16A chloride channel inhibitors, primary screen, cell-based, HTS; 310,000 compounds, 1.2% hits; Anoctamin-1 (Mus musculus), Q8BHY3; normalized B-score (activity score, 25-100; higher = stronger inhibition) at 10 µM; HEK293 TMEM16A/YFP iodide influx fluorescence, ionomycin;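 active = ratio plate-corrected score three or more library SD toward inhibition, starting fluorescence score within five deviations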;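 note: score derived from kinetic fluorescence span divided by baseline fluorescence per well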
TRPC4 agonist – activators of mouse TRPC4 channel, primary screen, Fluo4 calcium, HEK293 TRPC4beta/mu-opioid cells; Short transient receptor potential channel 4 (Mus musculus), Q9QUQ5; Fluo4 calcium fluorescence; active compounds read high; B-score at 10 µM; 310,000 compounds, 0.49% hits; AID 2237, 2010;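 active = B-score above 5 SD of library B-scores, and initial fluorescence ratio not above library mean plus 5 SD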;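 note: positive B-score marks a calcium rise read as TRPC4 activation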
Target sequence (Q9QUQ5 whole entry, looked up): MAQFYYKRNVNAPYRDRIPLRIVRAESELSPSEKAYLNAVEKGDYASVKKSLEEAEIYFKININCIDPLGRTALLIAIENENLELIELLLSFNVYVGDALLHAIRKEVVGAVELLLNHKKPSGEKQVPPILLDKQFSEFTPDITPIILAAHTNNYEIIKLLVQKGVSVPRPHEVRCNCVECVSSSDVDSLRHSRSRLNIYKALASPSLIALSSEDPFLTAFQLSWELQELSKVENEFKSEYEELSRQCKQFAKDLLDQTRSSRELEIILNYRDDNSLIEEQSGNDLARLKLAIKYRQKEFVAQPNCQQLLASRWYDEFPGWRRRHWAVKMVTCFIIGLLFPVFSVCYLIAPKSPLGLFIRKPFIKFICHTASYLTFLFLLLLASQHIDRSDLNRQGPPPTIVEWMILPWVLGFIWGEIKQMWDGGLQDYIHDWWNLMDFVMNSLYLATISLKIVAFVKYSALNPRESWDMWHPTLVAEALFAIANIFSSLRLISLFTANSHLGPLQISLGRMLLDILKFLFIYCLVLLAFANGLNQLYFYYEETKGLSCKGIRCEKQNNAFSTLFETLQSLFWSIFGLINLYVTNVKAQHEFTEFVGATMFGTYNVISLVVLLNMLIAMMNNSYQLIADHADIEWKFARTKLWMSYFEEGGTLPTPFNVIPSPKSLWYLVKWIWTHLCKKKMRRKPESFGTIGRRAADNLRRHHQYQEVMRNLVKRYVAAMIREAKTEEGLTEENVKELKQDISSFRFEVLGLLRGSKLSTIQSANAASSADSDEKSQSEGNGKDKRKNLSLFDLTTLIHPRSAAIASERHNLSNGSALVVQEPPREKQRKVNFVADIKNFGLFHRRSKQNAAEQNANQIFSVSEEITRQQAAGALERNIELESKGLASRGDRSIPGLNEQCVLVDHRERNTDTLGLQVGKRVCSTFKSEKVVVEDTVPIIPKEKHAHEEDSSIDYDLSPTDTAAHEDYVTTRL
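Material: TRPC4beta and mu-opioid receptor HEK293 stable cells | Incubation: 45 min room-temperature Fluo4 loading, 110 s read | Detection: Kinetic Fluo4 calcium fluorescence | Measure: Integrated baseline-normalised fluorescence ratio, converted to per-well B score | Benchmarks: Low control buffer alone, high control maximal DAMGO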
TRPC4 block – inhibitors of mouse TRPC4 channel, primary screen, Fluo4 calcium, HEK293 TRPC4beta/mu-opioid cells. Short transient receptor potential channel 4 (Mus musculus), Q9QUQ5. DAMGO-evoked Fluo4 calcium flux; active compounds read low. B-score at 10 µM. 300,000 compounds, 0.39% hits. AID 2247, 2010;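 active = B-score over 3 SD under the library average, no early fluorescence shift, positive overall ratio signal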
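Assay system: HEK293 cells with stable TRPC4beta plus mu-opioid receptor expression. Dosing: single dose. Measured by: Fluo4 Ca2+ flux fluorescence. Also added: DAMGO in two steps, submaximal then maximal. Read-out: B score from integrated Fluo4 fluorescence ratio.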
TRPC6 act – mouse TRPC6 channel activators, primary screen, cell-based, HEK293, membrane potential dye. Short transient receptor potential channel 6 (Mus musculus), Q61143. HEK293-TRPC6 membrane potential dye fluorescence; active compounds read high. B-score at 10 µM. AID 2550, 2010. 310,000 compounds, 0.13% hits;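 active = B-score of the integrated fluorescence ratio above library mean plus 3 SD, and starting fluorescence ratio within library mean plus 5 SD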;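 note: higher score means more depolarization so channel activation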
MrgX1 antagonist – antagonists of human MrgX1 receptor, primary screen, HEK293 cells, Fluo-4 calcium flux; Mas-related G-protein coupled receptor member X1 (Homo sapiens), Q96LB2; BAM8-22 antagonism; active compounds read low; B-score at 10 µM; 310,000 compounds, 1.3% hits;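 active = calcium-response B-score plate-corrected more than 3 library SD below zero, starting fluorescence within 5 deviations, no agonist response on first addition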;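 note: peak minus trough fluorescence over baseline after final BAM8-22 challenge near maximal dose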
RGS4 block – RGS4 inhibitors, primary screen, cell-based, HEK293 M3R inducible RGS4, calcium flux; Fluo-4 calcium flux; active compounds read high; triggered by carbachol at its EC20; Regulator of G-protein signaling 4 (Homo sapiens), P49798; AID 463165, 2010; 310,000 compounds, 0.45% hits; B-score at 10 µM;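 active = B-score, a plate-corrected calcium signal, over three deviations above library mean, with baseline fluorescence within five deviations of library mean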;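 note: RGS4 expression induced by doxycycline in cells with stable M3 receptor; B-score is computed from the integrated fluorescence ratio over baseline after carbachol; higher B-score means a larger calcium signal and so more RGS4 inhibition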
MrgX1 ag – agonists of human MrgX1 receptor, primary screen, HEK293 cells, Fluo-4 calcium flux; Mas-related G-protein coupled receptor member X1 (Homo sapiens), Q96LB2; Fluo-4 calcium fluorescence, agonist mode; active compounds read high; B-score at 10 µM; 310,000 compounds, 0.44% hits;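 active = calcium response B-score plate-corrected fluorescence ratio at least 3 library SD, with starting fluorescence B-score inside 5 SD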
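Test system: HEK293 cells stably expressing human MrgX1 receptor; amount: 15,000 cells per well; doses: compound delivered in addition one of three; times: overnight plating before 1 h dye loading; detection: Fluo-4 NW calcium-flux fluorescence, kinetic read; read-out basis: B-scored fluorescence response ratio; controls: positive and negative controls per plate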
TRPC4 potent – positive allosteric modulators of TRPC4, primary screen, cell-based, mouse TRPC4beta, HEK293 mu-opioid, Fluo-4 calcium. B-score at 10 µM. 310,000 compounds, 0.42% hits. DAMGO EC20, Fluo-4 Ca2+ flux; active compounds read high. Short transient receptor potential channel 4 (Mus musculus), Q9QUQ5;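 active = B-score of calcium response area above 5 SD of library B-scores, with initial fluorescence ratio within 5 SD of library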;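 note: B-score of integrated fluorescence ratio over time as area under calcium response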
TMEM16A act – TMEM16A chloride channel activators or potentiators, primary screen, cell-based, HTS | Anoctamin-1 (Mus musculus), Q8BHY3 | HEK293 TMEM16A/YFP-H148Q/I152L, iodide quench fluorescence; active compounds read low | B-score at 10 µM | 340,000 compounds, 0.3% hits;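 active = fluorescence-ratio B-score plate-corrected deviation score at least 3 library SD below zero, with starting fluorescence score within 5 deviations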;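 note: channel opened by trigger with iodide after compound preincubation; score built on the fluorescence ratio of max minus min over baseline; more negative score means more quench and so TMEM16A activation or potentiation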
MrgX1 allo act – positive allosteric modulators of MrgX1, primary screen, HEK293 cells, Fluo-4 calcium flux; Mas-related G-protein coupled receptor member X1 (Homo sapiens), Q96LB2; FDSS; active compounds read high; B-score at 10 µM; 310,000 compounds, 0.63% hits; AID 588675, 2011;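 active = plate-corrected calcium response at least 3 library SD above typical, normal starting fluorescence, not activating the receptor alone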;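 note: compound read alongside a low EC10 to EC30 dose of BAM8-22 agonist; peak minus trough fluorescence over baseline measured at the second addition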
TRPC6 inh – mouse TRPC6 channel inhibitors, primary screen, cell-based, HEK293, membrane potential dye; Short transient receptor potential channel 6 (Mus musculus), Q61143; ACh-evoked depolarization; active compounds read low; B-score at 10 µM; 310,000 compounds, 1.1% hits;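 active = B-score under library mean minus 3 SD, initial fluorescence not abnormally high, positive integrated signal ratio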;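 note: B-score derived from integrated fluorescence ratio over the kinetic read; more negative B-score means stronger inhibition of depolarization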
Calls only; i = inactive; . = no result given.

SMILES	ANO1 block	TRPC4 agonist	TRPC4 block	TRPC6 act	MrgX1 antagonist	RGS4 block	MrgX1 ag	TRPC4 potent	TMEM16A act	MrgX1 allo act	TRPC6 inh
COc1ccccc1NS(=O)(=O)c1ccc(O)c(C(=O)OCC(=O)N2CCc3ccccc32)c1	i	i	i	i	i	i	i	i	i	i	i
CN(C)c1nc2ccccc2n(C)c1=O	i	i	i	i	i	i	i	i	i	i	i
Cc1ccc(C(=O)O/N=C(\N)c2ccccn2)cc1C	i	i	i	i	i	i	i	i	i	i	i
O=C(CSc1nc(O)c(Cc2ccccc2)c(=O)n1-c1ccccc1)N1CCOCC1	i	i	i	i	i	i	i	i	i	i	i
CS(=O)(=O)Nc1ccc(Cc2ccc(NS(C)(=O)=O)cc2)cc1	i	i	i	i	i	i	i	i	i	i	i
N#C/C(=C\c1c(N2CCN(c3ccccc3)CC2)nc2ccccn2c1=O)C(N)=O	i	i	i	i	i	i	i	i	i	i	i
CC(NC(=O)/C(C#N)=C/c1cccs1)c1ccccc1 (configuration not stated)	i	i	i	i	i	i	i	i	i	i	i
Cc1cc(NC(=O)Cc2ccccc2[N+](=O)[O-])no1	i	i	i	i	i	i	i	i	i	i	i
CC(C)OCCCNC(=O)C1CC(=O)N(C2CCCCCCC2)C1 (configuration not stated)	i	i	i	i	i	i	i	i	i	i	i
Cc1ccsc1C(=O)OCC(=O)c1cc2ccccc2o1	i	i	i	i	i	i	i	i	i	i	i
COc1ccc(C(=O)OCC(=O)N2C(C)CCCC2C)cc1[N+](=O)[O-] (configuration not stated)	i	i	i	i	i	i	i	i	i	i	i
O=S1(=O)N=C(N(CCO)/N=C/c2ccccc2)c2ccccc21	.	i	i	i	.	i	.	i	i	.	i
CCCc1cc(=O)oc2c3c(cc(OCC(=O)NCC4CCC(C(=O)O)CC4)c12)OC(C)(C)CC3 (configuration not stated)	i	i	i	i	i	i	i	i	i	i	i
COc1ccc(CN2C(=O)c3cccnc3C2=O)cc1S(=O)(=O)NCc1ccc(C)cc1	i	i	i	i	i	i	i	i	i	i	i
Cc1cccc(NC(=S)NNC(=O)c2ccc3c(c2)OCO3)c1	i	i	i	i	i	i	i	i	i	i	i
O=C(Nc1ccc(N2CCCCC2)c(Cl)c1)c1ncn[nH]1	i	i	i	i	i	i	i	i	i	i	i
O=C(Nc1cc2c(cc1Br)OCCO2)c1ccco1	i	i	i	i	i	i	i	i	i	i	i
Clc1ccccc1OCCCCn1ccnc1	i	i	i	i	i	i	i	i	i	i	i
COc1ccc(Cn2c(=N)c(C(=O)NC3CCCCC3)cc3c(=O)n4ccccc4nc32)cc1	i	i	i	i	i	i	i	i	i	i	i
CCCCNC(=O)C(=O)N/N=C/c1ccc(OCC(=O)Nc2cccc(OC)c2)c(OC)c1	i	i	i	i	i	i	i	i	i	i	i
O=C(N/N=C/c1ccc(F)cc1)c1ccc(Br)cc1	i	i	i	i	i	i	i	i	i	i	i
Cc1cccc(NC(=O)CSc2ccc(-c3ccc4c(c3)OCO4)nn2)c1C	i	i	i	i	i	i	i	i	i	i	i
CCC(C)NS(=O)(=O)c1ccc(OCC(=O)NCc2ccco2)cc1 (configuration not stated)	i	i	i	i	i	i	i	i	i	i	i
COc1ccc(C(OC(=O)c2ccco2)C(=O)NC(C)(C)C)cc1 (configuration not stated)	i	i	i	i	i	i	i	i	i	i	i
CCOC(=O)Cc1nnc(NC(=O)CCc2ccccc2)s1	i	i	i	i	i	i	i	i	i	i	i
SMILES	ANO1 block	TRPC4 agonist	TRPC4 block	TRPC6 act	MrgX1 antagonist	RGS4 block	MrgX1 ag	TRPC4 potent	TMEM16A act	MrgX1 allo act	TRPC6 inh
CCCCCOc1ccc(/C=N/NC(=O)c2nnn(-c3nonc3N)c2CN2CCCCCC2)cc1	i	i	i	i	i	i	i	i	i	i	i
CN(C1=NS(=O)(=O)c2ccccc21)c1ccc(OC(=O)c2ccccc2)cc1	i	i	i	i	i	i	i	i	i	i	i
Cc1cc(C)cc(OCc2nnc(SCC(=O)N3CCCCC3)o2)c1	i	i	i	i	i	i	i	i	i	i	i
COCCn1c(N)c(Sc2ccc(C)cc2)c(=O)[nH]c1=O	i	i	i	i	i	i	i	i	i	i	i
COc1ccc(OC)c2sc(N3CCN(C(=O)c4ccc5ncsc5c4)CC3)nc12	i	i	i	i	i	i	i	i	i	i	i
C(=N\n1cnnc1)/c1cccc(OCCOc2ccccc2)c1	i	i	i	i	i	i	i	i	i	i	i
COC(=O)c1cc2ccsc2n1CC(=O)N(C)c1ccccc1	i	i	i	i	i	i	i	i	i	i	i
CC1=NN(C(N)=S)C(=O)C1N=Nc1ccc(F)cc1 (configuration not stated)	.	i	i	i	.	i	.	i	i	.	i
OCCNCc1cccc(OCc2ccccc2Cl)c1	i	i	i	i	i	i	i	i	i	i	i
COc1ccc(-c2cnc(SCC(=O)Nc3ccc4c(c3)OCO4)n2Cc2ccco2)cc1	.	i	i	i	.	i	.	i	i	.	i
CNc1ccc(Br)cc(C(=O)/C=C/c2ccc(Cl)cc2Cl)c1=O	i	i	i	i	i	i	i	i	i	i	i
CCN1C(=O)c2cccc3c(S(=O)(=O)NCc4ccccn4)ccc1c23	i	i	i	i	i	i	i	i	i	i	i
O=C(NCc1ccc2c(c1)OCO2)c1ccc(Cl)c(S(=O)(=O)N2CCOCC2)c1	i	i	i	i	i	i	i	i	i	i	i
CCOc1ccccc1N(CC(=O)N1CCCCCC1)S(C)(=O)=O	i	i	i	i	i	i	i	i	i	i	i
CCOc1cc(/C=N/Nc2ncnc(Cl)c2N)ccc1O	i	i	i	i	i	i	i	i	i	i	i
Cc1ccc(-c2noc(CCCC(=O)NCC3CCCO3)n2)cc1 (configuration not stated)	i	i	i	i	i	i	i	i	i	i	i
CC(CCc1ccccc1)NC(=O)c1cccc([N+](=O)[O-])c1 (configuration not stated)	i	i	i	i	i	i	i	i	i	i	i
COc1ccccc1S(=O)(=O)Cc1ccc(C(=O)NCc2ccc3c(c2)OCO3)o1	i	i	i	i	i	i	i	i	i	i	i
Cc1cc(NS(=O)(=O)c2ccc(NC(=S)Nc3ccc(Cl)cc3C)cc2)no1	i	i	i	i	i	i	i	i	i	i	i
O=C(NC1(C(=O)NC2CCCC2)CCCCC1)c1ccc2c(c1)OCO2	i	i	i	i	i	i	i	i	i	i	i
OCC[C@@H]1C[C@H](O)[C@@H](O)[C@]2(CCCc3ccccc3O2)O1	i	i	i	i	i	i	i	i	i	i	i
Cc1ccc(-c2nn(C)c(=O)c3ccccc23)cc1CN1CCCCC1	i	i	i	i	i	i	i	i	i	i	i
Cc1ccc([C@@H]2[C@@H]3C(=O)N(c4ccccc4)C(=O)[C@@H]3[C@]3(C)C(=O)N(Cc4ccc(-c5ccccc5)cc4)CC(=O)N23)o1	i	i	i	i	i	i	i	i	i	i	i
Brc1cccc(-c2nnc3sc(CN4CCC5(CC4)OCCO5)cn23)c1	i	i	i	i	i	i	i	i	i	i	i
N#Cc1c(-c2ccc(F)cc2)nc2n(c1=O)CCS2	i	i	i	i	i	i	i	i	i	i	i
SMILES	ANO1 block	TRPC4 agonist	TRPC4 block	TRPC6 act	MrgX1 antagonist	RGS4 block	MrgX1 ag	TRPC4 potent	TMEM16A act	MrgX1 allo act	TRPC6 inh
Cc1cc(C)cc(-c2nnc(SCC(=O)c3ccc4c(c3)OCCO4)o2)c1	i	i	i	i	i	i	i	i	i	i	i
O=C(O)c1cc(N/N=C/c2ccncc2)ccc1Cl	i	i	i	i	i	i	i	i	i	i	i
COc1cccc(NC(=O)CN(C)S(=O)(=O)c2ccc3c(c2)NC(=O)CS3)c1	i	i	i	i	i	i	i	i	i	i	i
CCOC(=O)c1ccc(Cn2c(-c3ccccc3)nnc2-c2ccccc2)o1	i	i	i	i	i	i	i	i	i	i	i
O=C(NC(=S)Nc1ccccc1N1CCCCC1)c1ccccc1	i	i	i	i	i	i	i	i	i	i	i
CCOC(=O)C(NC(C)=O)C(=O)Nc1ccc(C)cc1C (configuration not stated)	i	i	i	i	i	i	i	i	i	i	i
OC(CN1CCC(Cc2ccccc2)CC1)c1ccccc1 (configuration not stated)	i	i	i	i	i	i	i	i	i	i	i
Cc1cc[n+](CCc2ccccc2)cc1C	i	i	i	i	i	i	i	i	.	i	i
Cc1ccc(-c2cnco2)cc1	i	i	i	i	i	i	i	i	i	i	i
COC(=O)c1c(-c2ccccc2)csc1N	i	i	i	i	i	i	i	i	i	i	i
O=C(N/N=C/c1sc(=O)n(-c2ccccc2)c1Cl)c1ccccc1	i	i	i	i	i	i	i	i	i	i	i
CCCCNC(=O)N1CCCC(N(C)CCc2ccc(OC)c(OC)c2)C1 (configuration not stated)	i	i	i	i	i	i	i	i	i	i	i
COc1ccc(OC)c(-c2csc(NC(=O)Cn3[nH]c(=O)c4ccccc4c3=O)n2)c1	i	i	i	i	i	i	i	i	i	i	i
O=C/C(=C\Nc1ccc(Cl)cn1)c1nc2cc(Cl)ccc2o1	i	i	i	i	i	i	i	i	i	i	i
O=C(NCCc1ccccc1)C1CCCN1C(=O)Nc1ccc(F)cc1 (configuration not stated)	i	i	i	i	i	i	i	i	i	i	i
